High-throughput results as filed in PubChem BioAssay.
LGR2 inh = blocks bursicon-induced cAMP signaling via Drosophila LGR2; HEK293 LGR2, CRE-luciferase, bursicon-stimulated, 4 h; inhibition, % at 9.99 µM; 380,000 tested, 0.35% active; AID 720647;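 active means drop in luminescence signal, shown as inhibition above about 50% in the replicate tests, limit read from the data, passing the limit was not always enough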;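 further: agonist challenge used bursicon conditioned medium at about half maximal strength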
PglD DTNB = PglD (C. jejuni) enzyme inhibition | purified PglD enzyme, DTNB colorimetric CoA detection | inhibition, % at 12.5 µM | 360,000 tested, 0.098% active | AID 602405; in the data active means inhibition above about 16%, passing the limit was not always enough; further: strong numbers were not always called active
PGC1a acetyl inh = lowers PGC1a acetylation signal in U2OS cells; AlphaScreen anti-acetyl-lysine; with virally co-expressed GCN5 acetyltransferase; inhibition, % at 15.6 µM; 350,000 tested, 0.17% active; AID 651687;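 active means every replicate shows inhibition of at least 40%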;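 further: 0% = neutral control wells and 100% = positive control wells; some results beyond the cut were filed as inactive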
FN deposit inh = fibronectin deposition inhibition. AH1F fibroblasts, Alexa488-fibronectin deposition fluorescence, overnight. inhibition, % at 12.6 µM. 350,000 tested, 0.086% active;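 active means mean inhibition across replicates of 30% or more, regardless of how many single replicates reach that level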;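 further: positive control wells lacked labelled fibronectin entirely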
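Assay system: AH1F fibroblasts / Quantity: 10000 cells per well / Medium: DMEM plus 2% serum, read in PBS / Reagent: labelled fibronectin 24 nM / Dosing: single dose, pinned / Times: 1 h cell attachment, overnight exposure to compound and label / Signal: fluorescence, ex 485 nm, em 525 nm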
ERAP1 inh = inhibitors of human ERAP1 aminopeptidase; Q9NZ08; recombinant ERAP1, Leu-AMC fluorescence, 60 min; inhibition, % at 10.7 µM; 340,000 tested, 0.15% active;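 active means mean replicate inhibition of at least 30%, or all replicates individually reaching that 30% level; inactive means mean below 30% and not every replicate reaching it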;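 further: 0% = neutral control wells and 100% = L-leucinethiol positive control wells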
Target sequence (Q9NZ08 whole entry, looked up): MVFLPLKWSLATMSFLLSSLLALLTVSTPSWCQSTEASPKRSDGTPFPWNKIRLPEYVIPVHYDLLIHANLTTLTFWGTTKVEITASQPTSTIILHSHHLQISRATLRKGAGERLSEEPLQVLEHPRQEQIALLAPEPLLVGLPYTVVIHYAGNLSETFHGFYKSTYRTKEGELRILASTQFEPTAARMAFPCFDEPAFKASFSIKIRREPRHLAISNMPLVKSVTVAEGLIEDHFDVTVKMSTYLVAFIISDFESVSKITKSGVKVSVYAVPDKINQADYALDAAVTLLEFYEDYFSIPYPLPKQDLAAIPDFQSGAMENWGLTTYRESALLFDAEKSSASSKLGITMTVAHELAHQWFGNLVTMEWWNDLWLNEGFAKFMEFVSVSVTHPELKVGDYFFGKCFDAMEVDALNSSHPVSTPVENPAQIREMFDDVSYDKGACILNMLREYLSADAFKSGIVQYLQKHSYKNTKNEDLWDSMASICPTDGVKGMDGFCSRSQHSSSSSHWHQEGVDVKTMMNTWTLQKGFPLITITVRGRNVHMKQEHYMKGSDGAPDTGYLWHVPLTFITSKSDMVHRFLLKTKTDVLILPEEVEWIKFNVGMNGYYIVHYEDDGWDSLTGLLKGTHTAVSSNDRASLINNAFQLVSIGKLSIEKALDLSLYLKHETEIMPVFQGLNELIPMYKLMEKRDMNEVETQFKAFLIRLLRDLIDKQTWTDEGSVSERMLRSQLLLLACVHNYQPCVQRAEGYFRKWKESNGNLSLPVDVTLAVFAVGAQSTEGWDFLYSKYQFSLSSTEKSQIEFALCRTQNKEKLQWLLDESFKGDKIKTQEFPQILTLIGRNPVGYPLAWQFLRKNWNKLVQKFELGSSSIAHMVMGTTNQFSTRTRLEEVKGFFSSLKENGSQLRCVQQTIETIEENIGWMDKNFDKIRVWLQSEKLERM
S100A4 inh HTS = inhibitors of human S100A4 binding to myosin IIA peptide. P26447. S100A4/TAMRA-MyoIIA peptide fluorescence polarization. inhibition, % at 10.7 µM. 360,000 tested, 0.14% active. AID 652163;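 active means mean inhibition of at least 70% across replicates, with every replicate also reaching that level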
Target sequence (P26447 whole entry, looked up): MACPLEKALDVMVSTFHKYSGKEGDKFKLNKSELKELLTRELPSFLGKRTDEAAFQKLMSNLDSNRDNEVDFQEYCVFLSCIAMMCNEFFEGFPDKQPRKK
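Material: S100A4 monomer protein | Medium: HEPES pH 7.2 with CaCl2, KCl, NaCl, DTT, Triton | Reagent: Labelled myosin peptide probe, 5 nM | Doses: One dose per compound | Times: 5 min incubation before reading | Benchmarks: Neutral control DMSO, positive control TFP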
PAX8 reporter = lowers PAX8-driven luciferase in RMG-I cells | RMG-I TPO-luciferase reporter, SteadyGlo, 24 h | inhibition, % at 12.6 µM | 360,000 tested, 1.2% active;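 active means mean replicate inhibition at least 60% with every replicate also reaching 60%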;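 further: luciferase light reporting Pax8 driven TPO promoter activity; plate controls were median of neutral control wells for no effect and mitoxantrone controls for full effect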
EWS-Fli block = blocks EWS/Fli oncoprotein-driven transcription; A673 NR0B1-luciferase reporter, viability-normalised; 350,000 tested, 0.67% active; inhibition, % at 12.6 µM;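 active means mean inhibition of at least 50% after viability correction, with every replicate also passing that limit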;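 further: firefly luciferase signal divided by Alamar Blue viability fluorescence both relative to DMSO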
Active calls of the source: *; · = no result given.

Below each compound – LGR2 inh | PglD DTNB | PGC1a acetyl inh | FN deposit inh | ERAP1 inh | S100A4 inh HTS | PAX8 reporter | EWS-Fli block
- Cc1cc(C)n(CCCNC(=O)CCNS(=O)(=O)c2ccccc2C(F)(F)F)n1
  9 | -3 | 0 | 2 | 2 | 1 | 2 | 3
- Cc1cc(C(=O)OCC(=O)N(C)c2c(N)n(Cc3ccccc3)c(=O)[nH]c2=O)c(C)n1-c1ccccc1
  2 | 4 | 5 | 4 | 2 | 0 | 15 | 1
- COc1cccc(C#Cc2cnc3c(c2)C(=O)N([C@H](C)CO)C[C@@H](C)[C@H](CN(C)C)O3)c1
  -6 | 2 | -34 | 6 | 3 | 5 | 4 | 7
- S=C(Nc1ccc(Oc2ccccc2)cc1)NC1CCCC1
  -12 | · | · | 1 | 8 | -1 | 5 | -1
- CN(C)C(=O)CSc1nc2ccc(N3C(=O)c4ccccc4C3=O)cc2s1
  -20 | · | · | 3 | 2 | -1 | 14 | 13
- COc1cc(-c2nnc(CSc3nnc(Nc4ccc(Oc5ccccc5)cc4)s3)o2)cc(OC)c1OC
  -30 | · | · | 1 | 8 | -3 | -8 | 3
- C[C@@H]1CCCCO[C@H](CN(C)S(=O)(=O)c2cn(C)cn2)[C@H](C)CN([C@@H](C)CO)C(=O)c2cc(NC(=O)NC3CCCCC3)ccc2O1
  -7 | 0 | -6 | · | -7 | -13 | -11 | 0
- O=C(Nc1ccccc1F)N[C@H]1CC[C@@H](CCNS(=O)(=O)c2ccc(Cl)cc2)O[C@@H]1CO
  -17 | 3 | 3 | · | 1 | -9 | 15 | 1
- CCC(=O)N1CC2(C1)CN(C(=O)Cc1ccccc1)[C@H](CO)c1c2c2ccc(OC)cc2n1C
  2 | · | -5 | · | 2 | 6 | · | 1
- COc1ccc(-n2c3c(cc(C#N)c2=O)C(=O)CCC3)cc1
  5 | -3 | -1 | 1 | -3 | 1 | 13 | -4
- CCOC(=O)C1(Cc2cccc(Cl)c2)CCCN(C(=O)CCOC)C1 (stereo unspecified)
  9 | 2 | -2 | 12 | 0 | 1 | -18 | -32
- CCOC(=O)[C@@H]1[C@H]2COc3ccc(Br)cc3[C@@H]2N2C(=O)N(c3ccc(F)cc3)C(=O)[C@]12C
  -12 | 4 | -8 | -1 | 2 | -8 | -3 | -3
- S=C1NCCOCCOCCOCCNC(=S)NCCOCCOCCOCCN1
  · | 0 | 3 | 1 | · | · | 7 | ·
- O=C(CN1CCN(c2ccccc2O)CC1)Nc1ccc2c(c1)CCC2
  -5 | · | 20 | -3 | · | · | -29 | ·
- CCN(CCn1cccn1)C(=O)CC1C(=O)NCCN1Cc1cc(OC)cc(OC)c1 (stereo unspecified)
  -13 | · | · | -5 | -6 | 7 | 17 | 0
- O=C(c1ccccn1)N(c1ccccc1)C1(C(=O)NC2CCCCC2)CCCCC1
  12 | · | -9 | 2 | -1 | 2 | 13 | 14
- Brc1ccc(-c2noc3c2-c2nc(-c4ccccc4)sc2CC3)cc1
  -2 | 6 | 8 | -16 | · | -2 | -6 | -2
- Clc1ccccc1C(c1nnnn1Cc1ccco1)N1CCN(Cc2ccco2)CC1 (stereo unspecified)
  · | -5 | -5 | -9 | · | · | 17 | ·
- Cc1c(OCC(=O)N(C)C)ccc2c3c(c(=O)oc12)CCCCC3
  17 | 6 | · | -10 | -4 | -4 | 7 | 13
- COc1ccc(NC(=O)c2cnc(SC)nc2)cc1
  -6 | -6 | -11 | 5 | 0 | -1 | -39 | 12
- C[C@H](CO)N1C[C@H](C)[C@@H](CN(C)Cc2ccc(F)cc2)Oc2ncc(-c3cccc(C#N)c3)cc2C1=O
  · | -4 | -23 | · | -1 | -18 | · | 6
- CC(C)c1c(C(=O)Nc2ccccc2)c(-c2ccccc2)c(-c2ccc(F)cc2)n1CC[C@@H](O)C[C@@H](O)CC(=O)O
  · | 2 | -2 | 6 | 0 | 2 | 50 | 30
- Cc1nc(C)n(CC(=O)c2ccc(Cl)cc2Cl)n1
  · | · | -6 | 2 | -2 | 4 | 12 | 1
- CC(=O)N(C)C[C@@H]1OCc2ccccc2-c2ccccc2C(=O)N([C@@H](C)CO)C[C@@H]1C
  7 | -1 | 0 | -2 | -3 | 6 | -10 | -1
- CN(CC(=O)Nc1ccccc1Br)C(=O)COc1ccc2ccccc2c1
  8 | -5 | -1 | · | 1 | -6 | 10 | -4
- Cc1ccc(C(=O)c2c3ccc(C(F)(F)F)cc3[n+]([O-])n2CCCN)cc1
  -24 | -3 | -7 | 5 | 1 | -5 | 6 | -7
- O=C(c1ccc([N+](=O)[O-])c(CS(=O)(=O)c2ccc(Cl)cc2)c1)N1CCCCC1
  -33 | 5 | · | 5 | -5 | -2 | -1 | 11
- CCN(C(=O)CSc1ncn[nH]1)C1CCCCC1
  -1 | 8 | -10 | -3 | · | · | · | ·
- O=C(Cc1ccc(Cl)cc1)Nc1ccc(-c2cc3ccccc3oc2=O)c(Cl)c1
  23 | -5 | 10 | 3 | · | · | 9 | ·
- O=C(NN=C1CCCCCC1)c1ccc2c(c1)OCO2
  · | 0 | · | 8 | -6 | 0 | -55 | 3
- C[C@H](CO)N1C[C@H](C)[C@H](CN(C)S(C)(=O)=O)OCCCC[C@H](C)Oc2ccc(NC(=O)Nc3ccc(F)cc3)cc2C1=O
  -19 | 3 | 7 | · | · | · | 19 | -6
- Cc1ccccc1-n1c(C)nnc1SCc1nc2ccccc2s1
  -66 | -6 | 0 | · | 3 | -4 | · | -94
- CCOc1cc(/C=N/NC(=O)C(O)(c2ccccc2)c2ccccc2)ccc1OC(=O)c1ccco1
  11 | -1 | -8 | 3 | -4 | -1 | -7 | -1
- CCOc1ccccc1NC(=O)CN1C(=O)COc2ccc(Cl)cc21
  -3 | 2 | · | 1 | -3 | 32 | 6 | 2
- C/C(=N\NC(=O)c1ccc(CSc2cccc3cccnc23)cc1)C1CCCCC1
  -19 | · | -2 | 7 | -6 | -1 | -15 | 1
- Cc1nc(NC(=O)c2ccccc2)sc1-c1cc(C(=O)N2CCOCC2)nn1CCO
  7 | · | · | -6 | -8 | -9 | 9 | -11
- C[C@@H]1CN([C@@H](C)CO)C(=O)Cc2cc(NC(=O)CCC(F)(F)F)ccc2O[C@H]1CN(C)C
  -10 | -6 | 10 | · | -1 | 3 | -15 | 0
- Cc1ccccc1-c1ccc2c(c1)O[C@@H](CN(C)Cc1ccc(C(=O)O)cc1)[C@H](C)CN([C@H](C)CO)S2(=O)=O
  30 | -3 | 3 | 3 | -6 | 2 | -16 | -5
- Cc1ccc(S(=O)(=O)N2CC(O)C[C@H]2C(=O)OCC(=O)Nc2ccc(N3CCCCC3)cc2)cc1C (stereo partly specified)
  -6 | 0 | · | -8 | 5 | 7 | -46 | -12
- COc1ccc(C2C(C(C)=O)=C(O)C(=O)N2c2ccc(F)cc2)cc1 (stereo unspecified)
  2 | 0 | -7 | -6 | 1 | 2 | -7 | -2

Continued (3 carried over from the part before).
Below each compound – LGR2 inh | PglD DTNB | PGC1a acetyl inh | FN deposit inh | ERAP1 inh | S100A4 inh HTS | PAX8 reporter | EWS-Fli block
- Cc1ccccc1-c1ccc2c(c1)O[C@@H](CN(C)Cc1ccc(C(=O)O)cc1)[C@H](C)CN([C@H](C)CO)S2(=O)=O
  30 | -3 | 3 | 3 | -6 | 2 | -16 | -5
- Cc1ccc(S(=O)(=O)N2CC(O)C[C@H]2C(=O)OCC(=O)Nc2ccc(N3CCCCC3)cc2)cc1C (stereo partly specified)
  -6 | 0 | · | -8 | 5 | 7 | -46 | -12
- COc1ccc(C2C(C(C)=O)=C(O)C(=O)N2c2ccc(F)cc2)cc1 (stereo unspecified)
  2 | 0 | -7 | -6 | 1 | 2 | -7 | -2
- CC(=O)N(C)C[C@@H]1Oc2cc(-c3ccccc3C)ccc2S(=O)(=O)N([C@H](C)CO)C[C@@H]1C
  4 | 1 | 1 | · | 0 | -11 | · | -9
- Cc1ccccc1C(OCCN(C(C)C)C(C)C)c1ccccc1 (stereo unspecified)
  8 | · | · | 5 | 6 | -1 | -12 | 2
- COCCn1c(CN(C)Cc2ccccc2)nc2c1c(=O)n(C)c(=O)n2C
  -2 | -1 | 1 | 3 | 3 | 4 | 12 | 4
- CC(=O)c1cccc(CN2CCCC(CCC(=O)NCc3ccc(F)c(F)c3)C2)c1 (stereo unspecified)
  -6 | 1 | 4 | 8 | -2 | -5 | 18 | 8
- CCCN1[C@H](CO)[C@H](c2ccc(C#CC(C)C)cc2)[C@@H]1CN(C)S(C)(=O)=O
  7 | · | · | -1 | -3 | -2 | · | ·
- COCCNC(=S)Nc1ccc([N+](=O)[O-])cc1C
  4 | · | 12 | 9 | 4 | -2 | 6 | 1
- CCC(=O)Nc1ccc2c(c1)C(=O)N(C)[C@@H]1CC[C@@H](CC(=O)NCCc3ccccc3)O[C@H]1CO2
  7 | -1 | -1 | 2 | -3 | -39 | 1 | -4
- CC1CCN(C(=O)COC(=O)c2cc3ccccc3oc2=O)CC1
  · | 1 | -15 | 10 | 0 | -3 | -4 | 5
- C/C(=N\NC(=S)NCCc1ccccc1)c1ccc(Cl)cc1Cl
  -1 | 0 | · | -11 | 3 | -1 | 24 | 10
- COC(=O)c1c(NC(C)=O)sc(C(=O)N2CCOCC2)c1C
  14 | · | -13 | -4 | 2 | -5 | -10 | -9
- COc1ccc(-c2cc3nc(NCCOc4ccccc4)ccn3n2)cc1
  -19 | 1 | -9 | -4 | -2 | -8 | 3 | -31
- CO[C@@H]1CN(C)C(=O)c2cc(NC(=O)C3CCC3)ccc2OC[C@@H](C)NC[C@H]1C
  0 | -3 | · | 2 | -1 | 17 | 5 | -16
- O=C1/C(=C/c2cccc(Br)c2)SC(=S)N1/N=C/c1cc([N+](=O)[O-])ccc1O
  8 | · | 2 | -2 | · | -9 | -2 | -4
- Cn1c(CSCc2ccc(F)cc2)nnc1SCC(=O)Nc1cccc(C(=O)O)c1
  1 | 4 | -3 | 9 | 3 | -3 | 5 | 0
- COc1ccc(CC(=O)NNC(=O)c2cccnc2)cc1OC
  -6 | -8 | 5 | 1 | 0 | 4 | 18 | 1
- CC(=O)Nc1ccc(NC(=O)C(C)N2CCN(S(=O)(=O)c3ccc(C)cc3)CC2)cc1 (stereo unspecified)
  -3 | 0 | 8 | · | 3 | -1 | 16 | 1
- O=C(C[C@@H]1C[C@H]2c3cc(NS(=O)(=O)c4ccc(F)cc4)ccc3O[C@H]2[C@@H](CO)O1)NCC1CC1
  17 | 5 | -1 | -21 | · | · | 0 | -2
- O=C(NC(=S)Nc1nc2ccccc2s1)c1ccco1
  -56 | · | · | 5 | -9 | 5 | -39 | 1
- COc1ccccc1NS(=O)(=O)c1ccc2oc(SC(C)C(=O)N3CCNC3=O)nc2c1 (stereo unspecified)
  12 | -4 | -7 | 9 | 2 | -4 | 21 | -39
- Oc1ccccc1/C=N/NC(=S)NCCc1ccccc1
  -36 | 1 | -4 | 10 | 4 | -4 | -36 | -20
- Cc1ccc(S(=O)(=O)NCC[C@H]2CC[C@@H](NC(=O)CC3CC3)[C@H](CO)O2)cc1
  8 | -8 | -8 | -15 | 4 | -2 | -8 | -7
- COC(=O)c1sc(-c2ccccc2)cc1NC(=O)c1ccccc1
  0 | · | · | -5 | 1 | -2 | 7 | -5
- CCOC(=O)c1c(N)sc(C(C)=O)c1C
  · | 3 | 0 | 6 | · | · | -28 | ·
- Cc1ccc(S(=O)(=O)N2CCN(CC(=O)NCC3(N4CCOCC4)CCCCC3)CC2)cc1
  -5 | 1 | 5 | 4 | -2 | -13 | -6 | -6
